# rCAG RNA binder – binders of r(CAG) RNA repeats, primary screen, biochemical, fluorescence. 370,000 tested, 1.3% active. AID 651821, 2012. inhibition, % at 3 µM. r(CAG) RNA repeat, TO-PRO-1 dye displacement fluorescence;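 active means inhibition above the plate cutoff, the mean of all test compounds on that plate plus 3 SD, cut at about 35% in these data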;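 further: 0% = DMSO alone and 100% = 100 µM mitoxantrone as full dye displacement; higher means more dye released from RNA so lower well fluorescence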
# NPR2 activator – human GC-B receptor activators, primary screen, HEK293 GC-B cells, cGMP TR-FRET, EC30 CNP; Atrial natriuretic peptide receptor 2 (Homo sapiens), P20594; 370,000 tested, 0.11% active; 0% at EC30 CNP, 100% saturating CNP; activation, % at 10 µM;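 active means activation at 10 µM reaching about 35% in either raw or pattern-adjusted values, limit read from the data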
# HTRA1 inhibitor – HTRA1 serine protease inhibitors, primary screen, biochemical, fluorescence polarization, HTS; Q92743; recombinant HTRA1, FP-rhodamine activity-based probe; inhibition, % at 5.96 µM; 340,000 tested, 0.5% active; in the data active means inhibition above about 36%;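 further: 0% = enzyme with DMSO and 100% = wells lacking enzyme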
# NPR1 activator – GC-A stimulated cGMP production enhancers – HEK293 GC-A cells, cGMP TR-FRET, EC30 ANP, primary screen; 370,000 tested, 0.14% active; activation, % at 10 µM; 0% at EC30 ANP, 100% saturating ANP; in the data active means activation above about 40%
# Target sequence (P16066 whole entry, looked up): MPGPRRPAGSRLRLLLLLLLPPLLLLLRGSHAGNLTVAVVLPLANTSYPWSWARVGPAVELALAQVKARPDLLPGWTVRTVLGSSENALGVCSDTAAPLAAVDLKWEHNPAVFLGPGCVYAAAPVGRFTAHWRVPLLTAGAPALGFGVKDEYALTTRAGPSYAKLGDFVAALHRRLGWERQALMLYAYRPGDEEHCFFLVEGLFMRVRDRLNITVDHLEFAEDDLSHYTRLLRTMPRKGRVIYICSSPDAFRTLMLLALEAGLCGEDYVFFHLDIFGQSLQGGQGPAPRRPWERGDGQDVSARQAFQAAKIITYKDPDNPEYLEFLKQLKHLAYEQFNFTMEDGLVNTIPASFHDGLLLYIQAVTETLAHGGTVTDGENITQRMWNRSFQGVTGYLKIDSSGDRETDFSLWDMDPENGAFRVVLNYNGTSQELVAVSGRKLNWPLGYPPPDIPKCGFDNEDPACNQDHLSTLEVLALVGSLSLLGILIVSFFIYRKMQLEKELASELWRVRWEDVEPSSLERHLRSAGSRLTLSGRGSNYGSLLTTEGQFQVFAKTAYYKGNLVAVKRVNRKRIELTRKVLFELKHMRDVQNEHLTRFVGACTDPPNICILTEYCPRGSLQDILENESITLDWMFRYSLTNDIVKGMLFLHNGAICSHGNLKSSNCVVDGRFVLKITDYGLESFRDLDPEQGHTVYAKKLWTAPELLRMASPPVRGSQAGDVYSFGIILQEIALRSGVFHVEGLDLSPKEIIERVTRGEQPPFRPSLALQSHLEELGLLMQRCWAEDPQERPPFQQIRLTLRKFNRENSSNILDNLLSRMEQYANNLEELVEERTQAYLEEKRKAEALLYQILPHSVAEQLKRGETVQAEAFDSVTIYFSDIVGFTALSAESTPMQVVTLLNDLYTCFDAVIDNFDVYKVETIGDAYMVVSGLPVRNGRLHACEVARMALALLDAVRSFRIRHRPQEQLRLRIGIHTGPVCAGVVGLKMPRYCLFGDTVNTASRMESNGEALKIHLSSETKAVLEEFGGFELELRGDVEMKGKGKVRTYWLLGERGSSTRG
# ASAP1 GAP inh – inhibitors of human ASAP1 ArfGAP activity, primary screen, biochemical, fluorescence polarization | AID 624377, 2012 | inhibition, % at 16.5 µM | 360,000 tested, 0.19% active | ASAP1-stimulated ARF1 GTP hydrolysis, GDP FP detection; in the data active means inhibition above about 25%;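 further: 0% = vehicle with enzyme and substrate and 100% = no enzyme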
# mABHD4 FP – ABHD4 inhibitors, primary screen, biochemical, fluorescence polarization, mouse; 370,000 tested, 0.54% active; inhibition, % at 8.92 µM; purified mABHD4, FP-Rh probe fluorescence polarization; (Lyso)-N-acylphosphatidylethanolamine lipase (Mus musculus), Q8VD66;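 active means inhibition exceeding the mean over every tested compound plus 3 SD, cut at about 30% in these data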;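 further: 0% = plate median of compound wells and 100% = S159A mutant with DMSO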
#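 System: mouse ABHD4 enzyme, wild type / Medium: HEPES pH 7.0, NaCl, Pluronic buffer / Reagent: FP-Rh activity-based fluorescent probe / Control set: S159A mutant high control, sample median low control / Detection: fluorescence polarization with parallel and perpendicular emission, 525/598 nm / Schedule: 45 min + 60 min at 25 °C / Compound dosing: 8.92 µM, single dose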
# ARFGAP1 inhibitor – inhibitors of rat ARFGAP1 GAP activity, primary screen, biochemical, fluorescence polarization, GDP tracer. ADP-ribosylation factor GTPase-activating protein 1 (Rattus norvegicus), Q62848. inhibition, % at 16.5 µM. 360,000 tested, 0.26% active. AID 651572, 2012. Arfgap1-stimulated ARF1 GTP hydrolysis, GDP FP detection;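 active means inhibition above a per-plate limit, mean inhibition of low control wells plus 3 SD, cut at about 25% in these data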;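 further: 0% = DMSO wells with enzyme and 100% = wells lacking Arfgap1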
#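 system = rat Arfgap1 catalytic domain, aa 1-136 | technique = FP, GDP Alexa 633 tracer displaced from anti-GDP antibody, 620/688 nm | compound = one concentration, 16.5 µM, DMSO 1.26% | medium = HEPES-based buffer, pH 7.5 | timing = compound-enzyme preincubation 20 min, reaction 120 min, detection 60 min, 25 °C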
# SMARCA2 act – SMARCA2 (BRM) function activators, primary screen, cell-based, luminescence, high throughput; activation, % at 9.1 µM; MG213 cells, MMTV-luciferase reporter, dexamethasone, overnight; 370,000 tested, 1% active; in the data active means activation above about 7.8%;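 further: 0% = vehicle wells and 100% = reference activator wells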
# PG9 Ab binder – binders of HIV-1 gp120 antibody PG9, primary screen, biochemical, TR-FRET. 360,000 tested, 0.43% active. inhibition, % at 6.7 µM. HIV-1 gp120 / PG9 antibody interaction. AID 624416, 2012. TR-FRET gp120-PG9 antibody binding; in the data active means inhibition above about 8.5%
# Rev-erbA mod – modulators of Rev-erb alpha DNA binding, primary screen, biochemical, FITC-DNA, fluorescence polarization, uHTS | Nuclear receptor subfamily 1 group D member 1 (Homo sapiens), P20393 | Rev-erbα–FITC-DNA binding, 90 min | activity, % at 10 µM | 370,000 tested, 0.79% active | AID 1259318, 2017;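 active means activity above about 14%, limit read from the data; passing the limit was not always enough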;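 further: 0% = DMSO wells with 35 nM protein and 100% = DMSO wells with 750 nM protein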
# * hit, by the source's call; . = no result given.
Compound,HTRA1 inhibitor,ARFGAP1 inhibitor,mABHD4 FP,Rev-erbA mod,PG9 Ab binder,SMARCA2 act,NPR1 activator,NPR2 activator,ASAP1 GAP inh,rCAG RNA binder
CCOC(=O)C1=C(C(=O)OCC)C2N(Cc3ccc(Br)cc3)c3ccccc3[C@@]23C[C@@H](C(=O)OC)N(S(=O)(=O)c2ccc(Br)cc2)C3=N1 (stereo partly specified),.,-6,3,2,-2.8,-1,3,8,-5,10
CCCn1nc(C(=O)OCC(=O)NC(C)c2ccccc2)c2ccccc2c1=O (stereo unspecified),-1,-1,-8,-4,0.3,-3,-11,-4,12,-3
COc1cc(NC(=O)CN2CCN(S(=O)(=O)/C=C/c3ccccc3)CC2)cc(OC)c1OC,-1,1,1,-2,0.7,-1,-4,-1,3,2
Fc1ccc(C2CC(c3ccco3)n3ncnc3N2)cc1 (stereo unspecified),6,-5,3,-2,0.4,0,-1,1,0,2
Cn1c(=O)oc2cc(S(=O)(=O)Nc3ccc(Cl)cc3)ccc21,-12,9,-7,0,-1.9,-2,0,-2,-10,4
CCOC(=O)c1nc2nc(C)cc(=O)n2[nH]1,-1,0,11,-3,-1.8,5,2,6,0,-1
O=C(COc1ccc2c(-c3ccccc3)cc(=O)oc2c1)N[C@H](Cc1c[nH]c2ccccc12)C(=O)O,4,-5,-8,-1,-1.8,-1,5,-15,14,40*
CCCCc1ccc(NC(=S)NCCc2ccc(S(N)(=O)=O)cc2)cc1,-1,-1,-5,3,-1.8,-1,-3,2,-3,3
O=C(NC1CCCCCC1)C1CCN(C(=O)c2ccc(Cl)cc2)CC1,4,2,5,-1,-1.0,-3,0,1,-7,0
COc1ccc(CCNC(=O)COC(=O)c2ccc(F)c(S(=O)(=O)N3CCOCC3)c2)cc1,-2,5,-5,6,-3.4,-4,-2,2,6,-3
CC1=C(C(=O)N(C(C)C)C(C)C)CC(CC(=O)NCc2cccs2)C(=O)N1Cc1ccc(F)cc1 (stereo unspecified),.,-1,-8,-5,0.6,-6,1,1,-4,1
COc1ccc(C2=NN(C(=O)CSc3nccn3C)C(c3ccco3)C2)cc1 (stereo unspecified),9,-4,1,2,1.6,0,-4,3,15,1
Cc1ccc(-c2nnc(N3CC(C)OC(C)C3)c3ccccc23)cc1 (stereo unspecified),-2,-7,-3,-2,-1.5,1,-2,0,14,-3
COc1ccc(-c2cn3c(n2)CCC3)cc1,3,3,-3,-5,-1.1,1,0,3,-8,4
C=CCCC(=O)N1CCC(n2nccc2NC(=O)c2ccc(OC)cc2)CC1,2,4,0,-1,-0.1,1,-3,-4,-3,-1
Cc1cccc(C)c1NC(=S)N(CCc1ccncc1)C(C)C,-2,9,-1,2,-0.1,-3,3,1,13,-4
O=C(CSc1ccc2nnc(-c3ccncc3)n2n1)Nc1ccccc1F,1,9,1,1,-0.2,-1,-1,-3,0,3
O=C(Nc1ccc(S(=O)(=O)NCc2ccccc2)cc1)c1ccccc1[N+](=O)[O-],-10,0,5,4,2.4,-4,0,-1,-8,13
Cc1cc(N2CCOCC2)ccc1/C=C1/SC(=O)NC1=O,-3,3,4,0,-7.2,4,4,-4,0,10
COc1ccc(C(=O)CCN2CCN(c3ccccc3F)CC2)cc1,9,8,-1,-1,1.1,7,14,-9,-1,-7
CC1(C)Oc2ccc(C(=O)NCCCN3CCCC3)cc2NC1=O,.,.,4,-10,.,4,3,8,.,4
O=C1CSc2cc(Cl)ccc2N1,4,-1,6,-2,-1.4,0,-1,5,6,3
COc1ccc(N(CC(=O)NC2CCCCC2)C(=O)c2ccc(C)s2)c(OC)c1,-7,6,-2,1,-2.2,0,-14,-4,14,-8
COC(=O)c1c(C)oc2ccc(N(C(=O)c3ccncc3)S(=O)(=O)c3ccccc3)cc12,-11,12,1,4,-2.5,-3,-1,4,-9,4
Fc1ccc(CSc2ncnc3sc4c(c23)CCCC4)cc1,-22,2,-4,5,0.8,-3,-12,0,12,0
Cc1cc2oc(C(=O)Nc3ccc(S(=O)(=O)Nc4ncccn4)cc3)c(C)c2cc1Cl,-3,5,4,22*,-0.5,-2,11,9,-7,2
CC(=O)NCCNC(=O)[C@H](Cc1ccccc1)NC(=O)c1cccs1,3,5,-4,-3,-0.3,0,-2,4,-11,3
O=C(Nc1ccccc1Cl)C1CC(=O)N(c2ccccc2)C1 (stereo unspecified),.,5,-4,3,-1.6,-3,-2,1,6,1
c1cc2cc(CNc3nc(NCC4CC4)nc4ccsc34)ccc2o1,.,-2,15,2,-0.4,-3,-2,0,3,1
COc1ccc(/C=C(/NC(=O)c2ccccc2)C(=O)N2CCCCC2)cc1OC,1,5,-3,0,-2.7,-1,2,2,-5,-5

# Further records follow.
Compound,HTRA1 inhibitor,ARFGAP1 inhibitor,mABHD4 FP,Rev-erbA mod,PG9 Ab binder,SMARCA2 act,NPR1 activator,NPR2 activator,ASAP1 GAP inh,rCAG RNA binder
CCc1ccccc1NC(=O)CNC(=O)CSC(=S)N1CCCC1,-1,5,8,-2,-1.6,-3,2,3,5,2
O=C(/C=C/c1cccc([N+](=O)[O-])c1)OCC1CCCO1 (stereo unspecified),7,-1,-2,-4,-1.4,5,1,0,1,-2
N#Cc1ccccc1Sc1ccccc1C(=O)NCC(c1ccco1)N1CCCCC1 (stereo unspecified),-7,3,-1,7,1.2,1,-3,-5,0,2
COc1ccc(S(=O)(=O)NCCOc2ccc(Cl)cc2)cc1,-11,4,-6,4,-0.8,-2,2,-5,3,2
COc1ccc(CC(=O)OCC(=O)N2CCCc3ccccc32)cc1OC,3,3,2,-3,-1.9,-1,3,3,-11,-6
O=S(=O)(NCCc1ccccc1)c1ccc(Cl)nc1,7,-7,-1,3,0.8,-1,6,4,-9,-1
O=C(COC(=O)c1cc(S(=O)(=O)N2CCOCC2)ccc1Cl)Nc1ccc(Cl)cn1,12,8,-3,4,1.2,-2,-3,-2,-10,2
O=C(COc1ccccc1F)Nc1ccc2c(c1)OCCO2,2,8,-2,-2,1.0,3,2,0,15,1
CCCCCCC(C)n1cc(C(C)=O)c(=O)n(C)c1=O (stereo unspecified),-4,0,1,-2,-1.9,-1,0,-1,-2,-4
Cn1c(SCC(=O)NCc2cccs2)nnc1-c1ccncc1,-4,6,-6,-4,0.8,-2,2,3,-7,5
Cc1nnc(C)n1/N=C/c1ccccc1,-4,-5,-4,-4,-2.6,-5,4,-2,-7,1
CCN(CC)S(=O)(=O)N1CCC(C(=O)NCc2ccc3c(c2)OCO3)CC1,6,-4,4,2,-0.5,0,-5,1,9,-4
CCC(Sc1nc2ccsc2c(=O)n1Cc1ccc(C(=O)O)cc1)C(=O)Nc1ccc(C)c(Cl)c1 (stereo unspecified),-67,2,28,-5,1.9,-1,-9,-4,-8,74*
Cc1ccc(-c2cc(C(=O)N3CCOCC3)c3ccccc3n2)o1,2,-6,-3,2,4.1,0,14,7,1,4
COc1cccc(-n2c(SCc3c(C)noc3C)nnc2-c2cccc(S(=O)(=O)N(C)C)c2)c1,1,1,5,0,1.6,0,1,5,-16,-6
Cc1ccc(NC(=O)CN2C(=O)N/C(=C/c3ccc(C)o3)C2=O)cc1,7,-4,10,4,-2.1,2,3,8,-7,26
CCCCN(C(=O)C1CC(=O)N(Cc2ccc(C)cc2)C1)c1c(N)n(CC(C)C)c(=O)[nH]c1=O (stereo unspecified),0,14,0,0,-1.5,-2,4,-1,5,-4
COc1ccc(Cl)cc1S(=O)(=O)N(C)CC(=O)N1CCCC1,2,11,-6,2,-0.7,0,1,6,-4,0
CCOC(=O)C1CCN(C(=O)CN(c2ccc(OC)cc2)S(=O)(=O)c2c(C)noc2C)CC1,-1,0,3,2,0.3,0,0,-2,-1,-4
COc1ccc(/C=N/n2c(SC)nnc(C(C)(C)C)c2=O)cc1OC,-3,-9,7,-6,-2.1,0,-2,-8,-9,2
COCCNC(=O)C(c1ccncc1)N(C(=O)c1sc(C)nc1C)c1cccc(C)c1 (stereo unspecified),2,11,6,8,1.3,1,-2,4,8,-3
CCc1ccc(NC(=S)Nc2ccc(S(=O)(=O)Nc3ncccn3)cc2)cc1,3,4,-1,1,-2.6,-4,-6,-5,3,-2
Cc1ccc(S(=O)(=O)N2CCCCC2C(=O)O)s1 (stereo unspecified),-5,7,-2,-3,2.2,-2,6,3,-9,0
COc1ccc(/C=C2/SC(=S)N(CCC(=O)O)C2=O)cc1,1,4,3,-3,-2.1,-11,0,-5,-1,11
COc1ccc(CN(CCC(c2ccccc2)C2CCOC(C)(C)C2)C(C)=O)cc1 (stereo unspecified),-8,-8,-12,-1,1.6,-3,-41,-17,-5,-10
CC(=O)c1c(C)[nH]c(C(=O)Nc2ccc(C)cn2)c1C,10,-2,3,2,-1.4,-1,-3,-10,8,-2
CC1CN(C(=O)COC(=O)/C=C/c2ccc(C(F)(F)F)cc2)CC(C)O1 (stereo unspecified),-1,-10,-7,-3,-3.0,-1,21,0,-8,-4
CCC(Oc1ccccc1)C(=O)NCCCN1CCOCC1 (stereo unspecified),-5,2,0,1,-0.5,0,0,1,2,-3
Cn1cncc1C#Cc1c(C=O)[nH]c2ccccc12,-9,2,11,2,-3.8,3,1,-4,2,2
COC(=O)[C@]12CCCCC=C1N(Cc1ccc(OC)cc1)C(=O)[C@@H]2CC(=O)N1CCC(c2ccccc2)CC1,.,.,-5,3,.,-2,-3,4,.,8
CCCCOC(=O)CSC1=C(C#N)C(c2ccc3c(c2)OCO3)CC(=O)N1 (stereo unspecified),-1,12,0,-5,-0.1,-3,1,-3,4,-3
CCC(C)[C@H](NC(=O)N1CCC(Cc2ccccc2)CC1)C(=O)O (stereo partly specified),-7,2,-6,2,0.0,-2,0,4,2,0

# Quoted at random: 3 entries already listed.
Compound,HTRA1 inhibitor,ARFGAP1 inhibitor,mABHD4 FP,Rev-erbA mod,PG9 Ab binder,SMARCA2 act,NPR1 activator,NPR2 activator,ASAP1 GAP inh,rCAG RNA binder
COc1ccc(-c2cn3c(n2)CCC3)cc1,3,3,-3,-5,-1.1,1,0,3,-8,4
N#Cc1ccccc1Sc1ccccc1C(=O)NCC(c1ccco1)N1CCCCC1 (stereo unspecified),-7,3,-1,7,1.2,1,-3,-5,0,2
Fc1ccc(C2CC(c3ccco3)n3ncnc3N2)cc1 (stereo unspecified),6,-5,3,-2,0.4,0,-1,1,0,2

# High-throughput results (PubChem)
